Screening results as filed in PubChem BioAssay.
mcGAS inh = cyclic GMP-AMP synthase inhibitors, mouse, primary biochemical chemiluminescence; AID 1259399, 2018; Q8C6L5; inhibition, % at 12.5 µM; 0.15% of 160,000 active; recombinant cGAS, Kinase-Glo ATP depletion luminescence;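 also: 0% = negative control wells and 100% = reference inhibitor with no enzyme activity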
NPYLR7 ag = agonists of mosquito NPYLR7 receptor, primary screen, cell-based, Aedes aegypti, calcium fluorescence, mosquito biting behavior | Aedes aegypti neuropeptide Y-like receptor 7 (NPYLR7) | 0.15% of 270,000 active | activation, % at 10 µM | HEK293T NPYLR7/Galpha15, GCaMP6s calcium fluorescence | AID 1259423, 2018; in the data active = activation above about 40%;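 also: 0% = vehicle and 100% = reference agonist at the receptor; some compounds past the cut are filed as inactive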
hcGAS lum = Primary biochemical luminescence assay for human cyclic GMP-AMP synthase inhibitors. Q8N884. recombinant h-cGAS, ATP depletion, Kinase-Glo luminescence. inhibition, % at 12.5 µM. 0.081% of 290,000 active. AID 1259398, 2018;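 also: 0% = vehicle reaction and 100% = reaction without DNA for no activity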
Target sequence (Q8N884 whole entry, looked up): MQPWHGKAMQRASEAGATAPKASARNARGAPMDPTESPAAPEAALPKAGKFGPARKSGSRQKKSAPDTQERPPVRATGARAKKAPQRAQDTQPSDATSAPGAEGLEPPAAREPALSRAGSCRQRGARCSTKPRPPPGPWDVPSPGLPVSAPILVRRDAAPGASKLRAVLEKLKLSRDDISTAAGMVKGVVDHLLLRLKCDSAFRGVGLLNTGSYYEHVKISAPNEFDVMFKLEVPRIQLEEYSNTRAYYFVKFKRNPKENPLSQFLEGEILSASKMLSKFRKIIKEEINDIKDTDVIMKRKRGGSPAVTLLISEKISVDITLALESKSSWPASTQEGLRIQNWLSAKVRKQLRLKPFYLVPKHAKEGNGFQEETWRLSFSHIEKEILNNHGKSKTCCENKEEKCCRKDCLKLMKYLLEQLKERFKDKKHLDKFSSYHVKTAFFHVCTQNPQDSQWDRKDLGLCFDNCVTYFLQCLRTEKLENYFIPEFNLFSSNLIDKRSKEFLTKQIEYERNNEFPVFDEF
An asterisk follows results filed as active; . = no result given. Rule as the data show it, unless noted: active = inhibition above about 40%; inactive = the rest.

Start of the data: the first 25 entries (preview)
SMILES | mcGAS inh | NPYLR7 ag | hcGAS lum
CCC(C)N(Cc1ccc(OS(=O)(=O)c2ccc(OC)cc2)cc1)C(=O)c1cccs1 (stereo not given) | -3 | 4 | 1
COc1ccc(N2CCN(C(=O)c3cc(-c4ccccc4Cl)nn3-c3ccc(F)cc3)CC2)cc1 | -5 | -1 | 0
COc1ccc(-n2ccnc(SCc3ccc(C)cc3)c2=O)cc1Cl | -6 | 4 | -9
CCN1CCC[C@H]1CNC(=O)c1c(OC)ccc(Br)c1OC | . | 5 | -2
CC(Oc1ccc2c(c1)OCO2)C(=O)NNC(=O)NC12CC3CC(CC(C3)C1)C2 (stereo not given) | -2 | -6 | -2
Cc1csc(=O)n1CC(=O)Nc1cccc2cccnc12 | . | 8 | -15
COCCNC(=O)Cn1nc2c(c1NC(=O)C13CC4CC(CC(C4)C1)C3)CSC2 | -1 | -3 | 3
CC1CCCCN1C(=O)c1cc2cc([N+](=O)[O-])ccc2oc1=O (stereo not given) | -1 | 0 | 2
Cn1c(NCc2ccccc2F)nc2cnc(-c3cccc(Oc4ccccc4)c3)cc21 | -3 | -16 | -3
CC1(C)Cc2c(c(N3CCOCC3)nc3sc(C#N)c(N)c23)CO1 | -2 | 5 | -6
CCn1c(SC(C)C(=O)NC(=O)NC)nc2ccsc2c1=O (stereo not given) | . | -4 | -5
CC1CCN(c2ccc(NC(=O)Nc3ccc(F)c(Cl)c3)cc2C(=O)NC(C)c2ccccc2)CC1 (stereo not given) | -5 | 12 | -2
CCCCCCn1c(CN2CCOCC2)nc2c1c(=O)n(C)c(=O)n2C | . | -6 | -5
CC(CNc1ccccc1)NC(=O)c1cc(C(C)C)n(C)n1 (stereo not given) | . | -1 | -1
CCOC(=O)c1ccc(NC(=O)CSc2cn(CC(=O)N3CCCCC3)c3ccccc23)cc1 | -7 | -3 | -8
Cc1noc(C)c1C1CCCN1C1CCN(CCc2ccccc2)CC1 (stereo not given) | . | 1 | -3
CCc1nn(Cc2occc2C(=O)OC)c(=O)c(C#N)c1CC | . | 16 | -8
CC1(C)CC(NC(=O)CC2C(=O)NCCN2Cc2cccnc2)CC(C)(C)N1 (stereo not given) | . | 22 | -4
Cc1sc2[nH]c(=S)n(CC(C)C)c(=O)c2c1C | . | 7 | -3
CCOc1ccccc1CN1CCNC(=O)C1CC(=O)NCc1ccncc1 (stereo not given) | . | 28 | -3
CN1CC(=O)N(CC(O)COc2c(Cl)cccc2Cl)C1=O (stereo not given) | . | 6 | -8
O=S(=O)(NC12CC3CC(CC(C3)C1)C2)c1ccc2c(c1)OCCO2 | -5 | 4 | -5
CC(C)CNC(=O)c1cccc(NC(=O)CN2C(=O)c3ccccc3C2=O)c1 | -7 | 2 | -5
Cc1nc(CN(C)C(=O)c2sc(C(C)C)nc2C)cs1 | . | -2 | -1
COc1ccc(-c2cc(C(=O)N3CCC(n4c(=O)[nH]c5ccccc54)CC3)n(-c3ccccc3Cl)n2)c(OC)c1 | -4 | 8 | -1

Results, previewed entries included:
SMILES | mcGAS inh | NPYLR7 ag | hcGAS lum
CCC(C)N(Cc1ccc(OS(=O)(=O)c2ccc(OC)cc2)cc1)C(=O)c1cccs1 (stereo not given) | -3 | 4 | 1
COc1ccc(N2CCN(C(=O)c3cc(-c4ccccc4Cl)nn3-c3ccc(F)cc3)CC2)cc1 | -5 | -1 | 0
COc1ccc(-n2ccnc(SCc3ccc(C)cc3)c2=O)cc1Cl | -6 | 4 | -9
CCN1CCC[C@H]1CNC(=O)c1c(OC)ccc(Br)c1OC | . | 5 | -2
CC(Oc1ccc2c(c1)OCO2)C(=O)NNC(=O)NC12CC3CC(CC(C3)C1)C2 (stereo not given) | -2 | -6 | -2
Cc1csc(=O)n1CC(=O)Nc1cccc2cccnc12 | . | 8 | -15
COCCNC(=O)Cn1nc2c(c1NC(=O)C13CC4CC(CC(C4)C1)C3)CSC2 | -1 | -3 | 3
CC1CCCCN1C(=O)c1cc2cc([N+](=O)[O-])ccc2oc1=O (stereo not given) | -1 | 0 | 2
Cn1c(NCc2ccccc2F)nc2cnc(-c3cccc(Oc4ccccc4)c3)cc21 | -3 | -16 | -3
CC1(C)Cc2c(c(N3CCOCC3)nc3sc(C#N)c(N)c23)CO1 | -2 | 5 | -6
CCn1c(SC(C)C(=O)NC(=O)NC)nc2ccsc2c1=O (stereo not given) | . | -4 | -5
CC1CCN(c2ccc(NC(=O)Nc3ccc(F)c(Cl)c3)cc2C(=O)NC(C)c2ccccc2)CC1 (stereo not given) | -5 | 12 | -2
CCCCCCn1c(CN2CCOCC2)nc2c1c(=O)n(C)c(=O)n2C | . | -6 | -5
CC(CNc1ccccc1)NC(=O)c1cc(C(C)C)n(C)n1 (stereo not given) | . | -1 | -1
CCOC(=O)c1ccc(NC(=O)CSc2cn(CC(=O)N3CCCCC3)c3ccccc23)cc1 | -7 | -3 | -8
Cc1noc(C)c1C1CCCN1C1CCN(CCc2ccccc2)CC1 (stereo not given) | . | 1 | -3
CCc1nn(Cc2occc2C(=O)OC)c(=O)c(C#N)c1CC | . | 16 | -8
CC1(C)CC(NC(=O)CC2C(=O)NCCN2Cc2cccnc2)CC(C)(C)N1 (stereo not given) | . | 22 | -4
Cc1sc2[nH]c(=S)n(CC(C)C)c(=O)c2c1C | . | 7 | -3
CCOc1ccccc1CN1CCNC(=O)C1CC(=O)NCc1ccncc1 (stereo not given) | . | 28 | -3
CN1CC(=O)N(CC(O)COc2c(Cl)cccc2Cl)C1=O (stereo not given) | . | 6 | -8
O=S(=O)(NC12CC3CC(CC(C3)C1)C2)c1ccc2c(c1)OCCO2 | -5 | 4 | -5
CC(C)CNC(=O)c1cccc(NC(=O)CN2C(=O)c3ccccc3C2=O)c1 | -7 | 2 | -5
Cc1nc(CN(C)C(=O)c2sc(C(C)C)nc2C)cs1 | . | -2 | -1
COc1ccc(-c2cc(C(=O)N3CCC(n4c(=O)[nH]c5ccccc54)CC3)n(-c3ccccc3Cl)n2)c(OC)c1 | -4 | 8 | -1
CCCc1nc(N2CCCN(C(=O)Nc3cccc(OC)c3)CC2)c2c(-c3ccccc3)noc2n1 | -6 | 18 | -3
COC(=O)c1ccc(C(=O)NNc2nc3cc(C)cc(C)c3s2)cc1 | -8 | 4 | -4
COCCCNC(=O)c1c(O)nc2scc(C)n2c1=O | -3 | -1 | -1
CCCc1nc(N2CCN(C(=O)c3ccc(C(F)(F)F)cc3)CC2)c2c(-c3ccc4ccccc4c3)noc2n1 | -4 | 16 | -1
Cc1nn(-c2ccc(C(=O)Nn3cn[nH]c3=S)cc2)c(C)c1Br | . | 1 | -4
CC1(C)Cc2c(c(N3CCOCC3)nc3sc4c(Cl)nnnc4c23)CS1 | . | -1 | -8
Cc1ccc2nc(NNC(=O)c3ccc(S(=O)(=O)N4CCc5ccccc5C4)cc3)sc2c1 | -7 | 3 | -2
O=C(c1cccc(F)c1)N1CCC2(CC1)Nc1ccccc1C(=O)N2C1CCCC1 | . | 2 | -11
COc1ccc(C(=O)NC23CC4CC(CC(C4)C2)C3)cc1OC1CCN(C(C)C)CC1 | -4 | 5 | -4
Cc1ccc(NC(=O)C2CCN(C(=O)C3CC3)CC2)c2cccnc12 | . | 1 | -6
O=C(Nc1ccc(OC(F)(F)F)cc1)c1cccn(OCc2cccc(Cl)c2)c1=O | -7 | 15 | -7
CC(C)S(=O)(=O)CCSc1ncccc1Cl | . | 0 | -11
Cc1cc(C)n2ncc(CN3CCC(c4[nH]ncc4-c4ccccc4)CC3)c2n1 | -6 | 5 | -1
CCc1c(C(=O)NCC2CCCO2)cnn1-c1ccc(F)cc1 (stereo not given) | . | 1 | -15
CC(=O)c1c(F)cccc1NC1CCN(S(=O)(=O)C2CC2)CC1 | -13 | 3 | -13
O=C(NCCCn1ccnc1)c1cc(N2CCSCC2)nc2ccccc12 | 0 | 7 | 2
Cc1ccncc1NC(=O)C(=O)NC(C)c1ccc(OC(F)F)cc1 (stereo not given) | . | 14 | 5
CN(C(=O)C1CC2C=CC1C2)c1ccccc1 (stereo not given) | . | 18 | -10
CC(C(=O)Nc1ccccc1-c1ccccc1)N1CCCC1c1cccn1C (stereo not given) | -5 | 14 | -8
O=C1/C(=C/c2ccncc2)Oc2cc(OS(=O)(=O)c3ccc(F)cc3)ccc21 | -1 | -2 | -2
Cc1[nH]nc2c1C(c1ccncc1)C(C#N)C(=N)O2 (stereo not given) | . | 0 | -4
CCOC(=O)CC(=O)Nc1cc(-c2onc3c2CCCC3)ccc1C | -5 | 1 | -3
COc1cccc(S(=O)(=O)N2CCN(CCCOC(c3ccc(Cl)cc3)c3ccc(Cl)cc3)CC2)c1 | -8 | 4 | -8
CCCCN(C)c1c(CC)nc2ccc(C(=O)NC3CCN(Cc4ccccc4)CC3)cn12 | -5 | 1 | -6
CCc1cc(Oc2ccccc2OC)nc(SCc2ccccc2C#N)n1 | -4 | 22 | -7
CCOc1ccc(C(=O)N2Cc3cnc(CC(C)C)nc3C2)o1 | -9 | 21 | -3
CC1(C(=O)Nc2cccc3cccnc23)CCN1C(=O)Cc1ccc(Cl)cc1Cl (stereo not given) | -4 | 12 | -8
O=C(C1CCCN(c2ncnc3c2nc2n3CCCCC2)C1)N1CCN(C2CCCCC2)CC1 (stereo not given) | . | 4 | -7
CCc1[nH]c2c(CNC(=O)CCN3CCCCCC3=O)cc(C)cc2c1C | -7 | . | 2
O=C(CC(c1ccccc1)c1ccccc1F)N1CCN(c2ncccn2)CC1 (stereo not given) | . | 16 | 2
Cc1cc(C)n(C2CN(CC(O)c3ccc(S(C)(=O)=O)cc3)C2)n1 (stereo not given) | . | 5 | -6
OC[C@@H](O)[C@@H](O)[C@H](O)[C@@H](O)CO | . | -4 | -3
COc1ccccc1NC(=O)N(Cc1ccc(OC)c(OS(C)(=O)=O)c1)CC1CCCO1 (stereo not given) | -5 | . | -3
COc1nc(N2CCCCC2)nc(-n2nnc(C#N)c2N)n1 | . | 1 | 0
CCCCCCNC(=O)CC(c1cccc(Oc2ccccc2)c1)c1cn(CC)c2ccccc12 (stereo not given) | -10 | . | -14

The results go on.
SMILES | mcGAS inh | NPYLR7 ag | hcGAS lum
CC(C)CC(C)NC(=O)C1CCCCC1C(=O)N1CCc2c([nH]c3ccccc23)C1 (stereo not given) | -2 | 0 | -10
NC(=O)c1c(NC(=O)CSc2nnc(N)s2)sc2c1CCC2 | -3 | -1 | -4
Cc1ccccc1NC(=O)CC(=O)N1CCOCC1CC(=O)O (stereo not given) | -12 | 0 | -8
COCC(=O)N1CCN(c2cc(Oc3cccc(Cl)c3)ncn2)CC1C (stereo not given) | -5 | 11 | -4
CN(CCc1ccccn1)CC[C@@H]1CC[C@H](O)[C@@H](C(=O)N2CCCC2)O1 | -9 | -7 | -5
Cc1c(C(=O)NCCC#N)cnc2c(-c3ccc(C(C)C)cc3)cnn12 | -10 | 10 | -19
CC(C)NC(=O)[C@@H]1C[C@@H](N)CN1C(=O)CCCc1c[nH]c2ccccc12 | . | 8 | -5
Cc1ccc(-c2c(C)nn3c(NCCN4CCOCC4)cc(C)nc23)cc1 | -7 | 4 | -6
O=C(COc1ccccc1)NC(NC(=S)Nc1ccccc1O)C(Cl)(Cl)Cl (stereo not given) | . | 2 | -5
CCN(CC)C(=O)Oc1ccc2c(ccn2Cc2cc(OC)cc(OC)c2)c1-c1ccc(F)c(Cl)c1 | -6 | 9 | -3
O=C(c1coc(CN(Cc2cccc(C(F)(F)F)c2)Cc2ccccc2Cl)n1)N1CCCC1 | -7 | . | -7
C=CCn1c(O)c(N=Nc2nc3ccccc3s2)c2ccccc21 | -6 | -5 | -7
CCCCC1CCC(C(=O)Nc2cc(=O)n(-c3ccccc3C)nc2C(=O)OCC)CC1 (stereo not given) | -6 | . | -2
CNc1nnc(SC(C)C(=O)N(CCC#N)c2ccccc2)s1 (stereo not given) | . | 0 | -6
CNc1cc(C(=O)N(C)C(C)c2cc3ccccc3[nH]2)ccn1 (stereo not given) | -12 | -6 | -5
COc1cccc(N2CC(CNC(=O)c3ccccc3C)OC2=O)c1 (stereo not given) | . | 5 | -1
COc1ccc(NC(=O)c2ccc(CSc3nnc(Cc4ccccc4)n3-c3ccccc3C)cc2)cc1 | -6 | 15 | 0
CS(=O)(=O)Nc1ccc(/C=C/C(=O)N2CCCC(C(F)(F)F)C2)cc1 (stereo not given) | . | 7 | -7
CCC(C)N(CC(=O)N(Cc1ccc(F)cc1)Cc1cccs1)C(=O)c1cccc(Br)c1 (stereo not given) | -5 | -4 | -6
CC(C)C(NC(=O)c1cc2cc(F)ccc2[nH]1)c1nccn1C (stereo not given) | . | -4 | -4
CC(=O)Nc1cc(C)nn1-c1nc(-c2cccs2)cs1 | -3 | -9 | -4
CCN(CC)C(=O)Nc1cc(OC)c(OC)cc1C(=O)OC | -3 | -1 | 2
Cc1ccc(NC(=O)c2nnn(CC(=O)Nc3ccc(C)c(C)c3)c2N)cc1 | -6 | -6 | -4
O=C(CCc1ccc(OC(F)F)cc1)Nc1ccccc1I | -19 | 2 | -8
CCCCCCCC(=O)N(CCOC)CC(=O)N(CCc1ccc(OC)c(OC)c1)Cc1sccc1C | -5 | -5 | -2
Cc1ccc(OCC2CN(C(=O)c3cccc(C(C)C#N)c3)CCO2)cc1 (stereo not given) | . | 0 | 1

Reformatted in markdown: part of the list above.
| mol | mcGAS inh | NPYLR7 ag | hcGAS lum |
| --- | --- | --- | --- |
| CC(C)C(NC(=O)c1cc2cc(F)ccc2[nH]1)c1nccn1C (stereo not given) | . | -4 | -4 |
| CC(=O)Nc1cc(C)nn1-c1nc(-c2cccs2)cs1 | -3 | -9 | -4 |

Random draw from the library; any-hit rate near 0.26%.
